Screening results: PubChem BioAssay, National Center for Advancing Translational Sciences (NCATS)
hERG WT inh: blocks the wildtype human KCNH2 potassium channel. hit rate 0.37% among 340,000. activity change, % at 1.84 µM. AID 720551. U2OS, BacMam KCNH2, thallium flux FluxOr; stronger effect = lower value. Q12809;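 active = maximum activity change below -70%; inconclusive = maximum activity change between -70% and -50%; inactive = maximum activity change above -50%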; note: % is set by controls: 0 for no effect and ±100 for the full control effect
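U2OS cells were transduced with wild-type KCNH2 virus (2.03 x 10^8 / mL) for 4 h at room temperature, then cultured overnight at 37 C. Thallium flux was read with FluxOr dye. Rate constants were normalized to DMSO controls.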
S-ASM inh: inhibitors of human secretory acid sphingomyelinase; hit rate 0.006% among 340,000; P17405; Potency, µM (doses to about 57.5 µM), inactives show top-dose activity change, negative = inhibition, actives largely listed as inhibitors; AID 504937; placental ASM, HMU-PC fluorogenic substrate, 60 min; note: potency is the fitted concentration of half-maximal effect
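Fluorogenic HMU-PC substrate (9 uM final) is turned over by placental ASM in 60 min at 37 C after a 10 min compound preincubation. Reaction ended by alkaline stop (pH 10), with fluorescence read at 386/447 nm.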
TRPV1 ag: activates the human vanilloid receptor TRPV1. Q8NER1. TRPV1-expressing cells, Fluo-8 calcium influx, agonist mode. activation, % at 8.33 µM. hit rate 0.19% among 320,000; in the data active = activation above about 80%; inconclusive = between about 30% and that limit; note: 0% is about no effect
Target sequence (Q8NER1 whole entry, looked up): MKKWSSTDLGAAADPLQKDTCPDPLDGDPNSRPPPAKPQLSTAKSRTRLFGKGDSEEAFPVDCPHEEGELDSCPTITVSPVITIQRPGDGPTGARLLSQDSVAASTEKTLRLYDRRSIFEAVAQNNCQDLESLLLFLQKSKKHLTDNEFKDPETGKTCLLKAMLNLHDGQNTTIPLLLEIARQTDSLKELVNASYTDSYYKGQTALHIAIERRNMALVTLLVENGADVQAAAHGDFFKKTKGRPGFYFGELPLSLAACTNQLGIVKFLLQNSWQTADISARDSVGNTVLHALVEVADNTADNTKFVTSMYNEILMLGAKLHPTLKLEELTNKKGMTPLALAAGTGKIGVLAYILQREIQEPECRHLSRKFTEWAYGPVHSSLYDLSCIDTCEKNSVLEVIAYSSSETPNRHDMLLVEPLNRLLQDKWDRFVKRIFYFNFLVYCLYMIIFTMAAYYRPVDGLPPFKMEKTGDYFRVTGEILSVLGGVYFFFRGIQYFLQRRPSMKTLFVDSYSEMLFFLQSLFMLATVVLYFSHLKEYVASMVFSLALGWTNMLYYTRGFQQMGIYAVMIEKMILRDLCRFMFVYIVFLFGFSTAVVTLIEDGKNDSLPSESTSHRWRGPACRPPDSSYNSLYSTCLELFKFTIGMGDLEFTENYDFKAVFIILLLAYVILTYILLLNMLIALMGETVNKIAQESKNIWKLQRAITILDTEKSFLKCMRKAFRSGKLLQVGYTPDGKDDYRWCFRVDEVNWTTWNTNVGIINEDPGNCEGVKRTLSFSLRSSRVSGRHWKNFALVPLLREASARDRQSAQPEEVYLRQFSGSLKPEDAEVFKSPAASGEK
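Cells expressing TRPV1 were dye-loaded with Fluo-8 and read kinetically: 10 s baseline, 3 min after compound (agonist portion), then 2 min after EC20 capsaicin (allosteric enhancer portion). Calcium-bound dye fluorescence at 480/520 nm.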
Integrin act MD: activates integrin-mediated alleviation for muscular dystrophy; alpha7betagal myoblasts, beta-gal FDG fluorescence, 48 h; Potency, µM (doses to about 38.3 µM), for inactives: top-dose activation, actives largely listed as activators; hit rate 0.064% among 350,000;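 note: potency is the fitted concentration of half-maximal effect; 100% = response of the positive control SU9516; nearly all actives have a fitted effect of over 60% in size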
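alpha7betagal+/- myoblasts (passage 13, 250/well) treated 48 h at 37C with compounds at 1:260 dilution of DMSO stock. Lysed, then beta-galactosidase activity read as FDG fluorescence (ex 480/em 540) after 30 min, with pre-read for autofluorescence.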
AT treatment: potential ataxia-telangiectasia treatments restoring KAP-1 phosphorylation | […] A-T fibroblasts, KAP-1 phosphorylation AlphaLISA; neocarzinostatin DNA damage 30 min before lysis | Potency, µM (top dose mostly 57.5 µM), inactives show top-dose activation, most hits filed as activators | hit rate 0.19% among 320,000 | AID 485349; note: potency is the fitted concentration of half-maximal effect; % of control where 0% means no effect; nearly all actives have a fitted effect of over 45% in size
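ATM-like activity read as KAP-1 phosphorylation via AlphaLISA donor/acceptor antibody pairs after lysis and 6 hr at 25C. Cells were ATM-null patient fibroblasts ([…], hTERT), dosed 60 min, then exposed to the DSB inducer NCS for 30 min.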
CXXC DNA block: MLL CXXC-DNA interaction inhibition. Q03164. MLL-CXXC / FITC-HOXA9 DNA fluorescence polarization. Potency, µM (highest dose often 115 µM), for inactives: at the highest dose activity change, negative = inhibition, actives largely listed as inhibitors. hit rate 0.037% among 290,000; active = well fitted inhibition curve with a large enough effect in the polarisation, with a control signal flat, not every such curve was filed as active; inconclusive = small, poorly fitted or top-dose-only effect, or effect the other way, or a change in a side signal; inactive = no such curve, though single readings can be large or run the other way; the % refers to the polarisation; note: potency is the fitted concentration of half-maximal effect
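Steps: dispense CXXC domain solution (7 uM) → pin compounds or unlabeled HOX-A9 DNA control → 5 min ambient → add FLSN-HOX-A9 solution (50 nM) → spin → 30 min ambient → fluorescence polarization. Tris pH 7.5/NaCl/DTT/BSA buffer.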
GALK inhibitor: galactokinase (human) inhibition; P51570; AID 1868; hit rate 0.007% among 270,000; Potency, µM (doses to about 57.5 µM), for inactives: top-dose activity change, negative = inhibition, usual class: inhibitors; Purified GALK, Kinase-Glo residual ATP luminescence; note: potency is the fitted concentration of half-maximal effect; % is set by controls: 0 for no effect and ±100 for the full control effect
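Galactose (100 uM) and ATP (35 uM) were turned over by 5 nM GALK for 1 h at RT. Kinase-Glo Plus then converted the remaining ATP into a luminescent signal.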
Coupling enz: inhibits coupling enzyme system, counter-screen for aldolase hits | coupling enzyme system counterscreen, AmpLite Red fluorescence | hit rate 0.67% among 290,000 | AID 2472 | activity change, negative = inhibition, % at 58.2 µM, hits read low; in the data active = activity change below about -30%; note: % is set by controls: 0 for no effect and ±100 for the full control effect
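Coupling enzymes only (glyceraldehyde-3-phosphate) + compound, at 57.5 uM final, 10 min RT; add substrate/coupling/AmpLite Red mix, 20 min RT; fluorescence ex 525/em 598 nm. Actives flag coupling-system interference.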
KCNH2 3.1 inh: inhibitors of human KCNH2 3.1 potassium channel isoform; hit rate 0.95% among 340,000; activity change, % (tested at about 1.8 µM); U2OS KCNH2 3.1, thallium flux FluxOr; stronger effect = lower value;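 active = maximum activity change below -70%; inconclusive = maximum activity change from -70% to -50%; inactive = maximum activity change above -50%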;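 note: thallium influx rate constant from kinetic fluorescence after stimulation buffer; % is set by controls: 0 for no effect and ±100 for the full control effect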
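Kinetic fluorescence (2 min after stimulation buffer) measures Tl+ influx through KCNH2 3.1 expressed by viral transduction in U2OS cells; the rate constant is normalized against DMSO controls serving as positive and negative references.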
MBNL1 CUG block: inhibitors of human MBNL1 binding to CUG repeat RNA | Potency, µM (series often up to 57.5 µM), for the others: at the top dose activity change, negative = inhibition, actives largely listed as inhibitors | AID 2675 | hit rate 0.036% among 280,000 | TR-FRET MBNL1-His/biotin-(CUG)12 binding, 665/545 ratio; active = well fitted inhibition curve with a large enough effect in the signal ratio, with a control signal flat, not every such curve was filed as active; inconclusive = small, poorly fitted or top-dose-only effect, or effect the other way, or a change in a side signal; inactive = no such curve, though single readings can be large or run the other way; the % refers to the signal ratio; note: potency is the fitted concentration of half-maximal effect; % is set by controls: 0 for no effect and ±100 for the full control effect
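His-tagged MBNL1 binding to biotinylated (CUG)12 RNA was measured by TR-FRET using terbium anti-His antibody (0.055 ng/ul final) and streptavidin-XL665 (5 nM final). Compounds were titrated 92 nM to 58 uM; 60 min at room temperature.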
* = called active by the depositor; i = inactive; ? = inconclusive; nt = no result given; & = joins results of further samples; [ ] = dose if it differs, or a comment. Unless noted, calls come from the whole dose curve; as a rule, active = well fitted curve in the direction sought with a large enough effect; inconclusive = small, poorly fitted or top-dose-only effect, or another doubt; inactive = no such curve, though single readings can be large; an effect the other way counts as inactive or inconclusive.

Second line of a record – hERG WT inh	S-ASM inh	TRPV1 ag	Integrin act MD	AT treatment	CXXC DNA block	GALK inhibitor	Coupling enz	KCNH2 3.1 inh	MBNL1 CUG block
Cn1c(CNC(=O)c2ccccc2F)nnc1SCC(=O)c1ccccc1
 : -4	2%	-3	3%	-7%	10%	7%	nt	0	-2%
N#Cc1c(-c2ccccc2)cc(-c2ccc3c(c2)OCO3)[nH]c1=O
 : 12	nt	-2	-4%	22%	nt	nt	nt	-1	nt
Cc1cccc(C(=O)O/N=C2\CCSc3ccc(C)cc32)c1
 : -16	-1%	nt	12%	9%	6%	-1%	0	-21	-7%
O=C(Nc1cc(=O)[nH]c2nc(-c3ccc(Cl)cc3)nn12)c1ccccc1
 : 5	0%	-3	-8%	8%	-4%	-4%	4	-3	15%
CCN(c1ccccc1)S(=O)(=O)c1ccc(NC(=S)NC(=O)c2ccc(Br)o2)cc1
 : -3	-1%	16	-2%	0%	24%	-3%	nt	-5	-2%
Cc1cc(C)n2cc(CSc3nnc(SCc4cn5c(C)cc(C)nc5n4)s3)nc2n1
 : nt	nt	1	nt	4%	5%	0%	-2	nt	-7%
CC[C@H](C)[C@H]1CNC(=S)N1CC1CCN(CCC(C)(C)C)CC1
 : -9	1%	nt	-7%	nt	nt	nt	nt	7	nt
O=C(CSc1n[nH]c(=O)n1C1CC1)c1ccc2c(c1)OCCO2
 : -3	-5%	27	7%	-3%	4%	2%	-1	18	nt
Cc1cc(C(=O)NC2CCCN(Cc3ccc(Cl)cc3)C2)c(C)o1 (configuration not stated)
 : nt	-2%	6	-6%	nt	-5%	3%	nt	nt	-5%
Cc1ccc(C(=O)Nc2ccc(C(F)(F)F)n(C)c2=O)cc1
 : 0	3%	?	?	-3%	0%	1%	-2	7	-12%
COC(=O)C1=C(C)NC(C)=C(C(=O)OCC2CCCO2)C1c1cccc(Br)c1 (configuration not stated)
 : 1	nt	?	10%	-4%	-5%	-8%	nt	-2	-7%
CC(C)(C)c1ccc(COC(=O)CN2C(=O)NC3(CCCC3)C2=O)cc1
 : 8	0%	-1	-25%	21%	nt	nt	nt	-42	nt
CCOc1nc(CC)nc(NC(=O)NS(=O)(=O)c2ccccc2Cl)n1
 : 2	4%	-1	1%	17%	-3%	1%	4	-8	1%
COc1ccc2c(c1)CC/C2=N\NC(=O)c1ccccc1
 : 0	2%	18	-8%	6%	0%	2%	2	14	-6%
O=C1c2cc(S(=O)(=O)N(CCO)CCO)ccc2-c2ccc(S(=O)(=O)N(CCO)CCO)cc21
 : 0	2%	nt	32%	nt	nt	nt	nt	-5	nt
COc1ccc(C(=O)Nc2nnc(CC(=O)N/N=C/c3ccc(O)cc3O)s2)cc1
 : nt	nt	?	nt	3%	17%	-1%	3	nt	?
Brc1cccc(CNn2cnnc2)c1
 : 3	-1%	nt	-8%	nt	nt	nt	nt	11	nt
CC(=O)Nc1cccc(NC(=O)CSc2nnnn2C)c1
 : nt	nt	0	nt	5%	7%	0%	-1	nt	-2%
CC(C)N(C(=O)CSc1nnc(CSc2ncccn2)n1C)C(C)C
 : -10	-2%	0	-8%	2%[11.5 µM]	-4%	2%	0	1	4%
CCOC(=O)c1cc2cc(CC(=O)c3ccc(OCC)cc3O)ccc2o1
 : -11	-2%	0	4%	2%	0%	-1%	-1	?	-3%
N#Cc1cnn(Cc2ccccc2)c1/N=C/N1CCOCC1
 : 0	0%	0	8%	-1%	-2%	-3%	4	-3	-9%
COc1ccc(S(=O)(=O)N(C)CC(=O)NCCc2ccccc2)cc1OC
 : -21	4%	-2	8%	-8%	26%	3%	-1	-4	-6%
O=C(C1CCCN(C2CC(=O)N(c3ccc(Cl)cc3)C2=O)C1)N1CCCC1 (configuration not stated)
 : 10	4%	-1	0%	14%	-8%	-3%	nt	nt	4%
COc1ccc(N2CCN(C(=O)c3ccc4nc(N5CCCCC5)sc4c3)CC2)cc1
 : -9	-10%	?	-24%	-8%	-6%	-5%	0	7	-3%
COc1cc(C)ccc1OCCCCOc1ccccc1C(C)=O
 : -3	0%	4	-38%	17%	11%	4%	-1	-18	-12%
Cc1cc(C)c2[nH]c(=O)c(CN(CC3CCCO3)C(=O)c3cnccn3)cc2c1 (configuration not stated)
 : 7	2%	4	-30%	11%	-9%	-1%	-1	-4	-1%
CC(=O)Nc1ccc(C(=O)OCCCOC(=O)c2ccc(NC(C)=O)cc2)cc1
 : -22	1%	2	23%	2%	-7%	-2%	nt	-8	-6%
CCSc1nnc(NC(=O)c2ccccn2)s1
 : -9	2%	nt	-16%	4%	-18%	2%	-11	1	-4%
CCOCCCNC(=O)c1cn(C)c2ccc(S(=O)(=O)N3CCCC3)cc2c1=O
 : 4	3%	2	?	0%	7%	-7%	nt	10	-7%
COc1ccc(C(CCN2CCOCC2)c2c(O)cc(OC)cc2OC)cc1 (configuration not stated)
 : 18	4%	-2	-7%	16%	0%	-2%	-1&-1	-6	-13%
COc1ccc(NC(=O)C2CCN(C(=O)Cc3ccccc3)CC2)c(OC)c1
 : 0	4%	2	15%	-2%	0%	11%	0	-1	-3%
O=C(NCCN1CCOCC1)C1CCN(c2ncnc3c2sc2cccc(F)c23)CC1
 : 2	-3%	-1	-6%	2%	-9%	0%	-7	-3	nt
C[C@@H]1CC=C[C@H]2[C@H]1C(=O)N(Cc1ccccc1)[C@H]2c1cccc([N+](=O)[O-])c1
 : nt	4%	4	-30%	19%	-5%	-2%	7	nt	6%
O=C(Nc1ccccc1)Nc1ccc(C(=O)N2CCCC2)cc1
 : i	-2%	0	-24%	-5%	-26%	20%	-3	13	-6%
O=C(NCC1CCCO1)C(c1ccc(N2CCOCC2)cc1)N(C(=O)Cn1nnc2ccccc21)c1ccccc1F (configuration not stated)
 : -2	5%	0	-36%	-3%	6%	-3%	1	-2	0%
CCNc1nc(C)nc2c1cnn2C
 : -1	0%	nt	16%	nt	nt	nt	nt	4	nt
O=C(O)C1CC=CCC1C(=O)N1CCCC1 (configuration not stated)
 : -6	-3%	1	12%	3%	-4%	2%	3	-13	8%
Cc1cccc(NC(=O)c2ccccc2OCC(=O)N2CCCC2)c1C
 : nt	nt	0	nt	7%	2%	3%	0	nt	-10%
CCC(C)[C@H](NC(=O)N1CCCC1)C(=O)O (some centres not stated)
 : 1	0%	-3	-15%	8%	7%	0%	-2	-2	-5%
CC(=O)Nc1ccc(S(=O)(=O)NCCc2csc(-c3cccnc3)n2)cc1
 : -34	0%	-1	29%	0%	13%	0%	nt	7	12%
COc1ccc(S(=O)(=O)Nc2nc3ccccc3s2)cc1
 : 15	1%	-6	12%	-7%	-4%	1%	12	-8	-1%
Cc1ccc(CSC2=CS(=O)(=O)c3ccccc3N2)cc1
 : -1	-7%	?	?	5%	10%	-2%	-3	-6	-9%
COCCN1C(=O)c2oc3cc(C)c(C)cc3c(=O)c2C1c1ccc(O)cc1 (configuration not stated)
 : -7	-3%	nt	-5%	nt	nt	nt	nt	3	nt
COc1cccc(/C=C/C(=O)OCC(=O)Nc2ccccc2Sc2ccccc2)c1
 : i	-1%	0	?	6%	7%	0%	2	-2	4%
CCOc1ccccc1NC(=O)C(Sc1nnnn1C)c1ccccc1 (configuration not stated)
 : 22	?	12	-13%	2%	9%	0%	-4	-9	2%
Cc1ccc2nc3n(c(=O)c2c1)CCC3
 : 0	-2%	0	0%	2%	-1%	0%	1	1	3%
O=C(Nc1ccc(Cl)cc1Cl)NC1CCCC1
 : 7	-1%	29	10%	1%	21%	2%	2	nt	-8%
COc1cc(-c2noc(C)c2C#Cc2ccccn2)cc(OC)c1OC
 : -1	-6%	3	-19%	4%	-16%	nt	-3	-3	-8%
Cc1ccccc1N1C(=O)C2C3CC(=O)C(c4ccccc43)C2C1=O (configuration not stated)
 : 0	-3%	1	22%	4%	12%	-1%	-13	2	-8%
CC1(C)Oc2ccc3ccc(=O)oc3c2/C(=C/Nc2ccc(O)cc2)C1=O
 : 5	?	24	4%	1%[11.5 µM]	0%	1%	2	14	9%
O=C1/C(=C\c2ccco2)NC(=S)N1c1ccccc1
 : 0	-6%	3	21%	1%	-6%	1%	-2	nt	-10%
O=C(Cc1c(F)cccc1Cl)Nc1ccc(-n2cnnn2)cc1
 : 1	-2%	1	?	1%	-1%	-1%	-1	-16	5%
O=S(=O)(c1cccc(S(=O)(=O)N2CCCC2)c1)N1CCCCC1
 : -1	1%	5	16%	-1%	9%	4%	2	-5	-6%
Nc1ncc(C(=O)O)c(-c2ccccc2)n1
 : -7	3%	nt	-5%	nt	nt	nt	nt	-1	nt
CN1CCN(S(=O)(=O)c2ccc(Br)s2)CC1
 : -5	0%	0	21%	9%	1%	0%	1	-17	7%
CCSc1nnc(-c2ccccc2N)c(=O)[nH]1
 : 4	-2%	-10	19%	8%	1%	-1%	2	3	?
